Bioassay records deposited in PubChem BioAssay by Sanford-Burnham Center for Chemical Genomics.
H9c2 TAG inh: inhibitors of triacylglycerol accumulation, primary screen, cell-based, uHTS, fluorescence, H9c2. 230,000 tested, 0.66% active. H9c2 cells, Nile Red lipid (TAG) fluorescence; cells loaded with 200 µM oleic acid. inhibition, % at 12.5 µM. AID 651582, 2012;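 active = pattern-corrected inhibition of lipid staining of at least 50% with the nuclear-stain viability signal not falling by more than 50%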;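 also: 0% = DMSO wells and 100% = triacsin C control wells; some results filed as inactive read as strong as hits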
H9c2 TAG inh DAPI viability: recorded beside H9c2 TAG inh, whose call it bears; DAPI nuclei signal change (viability), lower = more cytotoxic, %;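 whole-well DAPI fluorescence read on a plate reader as a viability signal; minus 50 percent equals half of cells still viable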
The depositor's hits bear a star; i = inactive. These rows are one share of the data. The share of hits here may be higher or lower than overall.

SMILES,H9c2 TAG inh,H9c2 TAG inh DAPI viability
CC(=O)NC(CC(=O)NCc1ccncc1)c1ccccc1 (centres undefined),-1,5
O=c1nc2ccccc2c(NS(=O)(=O)c2ccc(Cl)cc2)n1-c1ccccc1,2,-10
Cc1c(C(=O)O/N=C(\N)c2ccccn2)cccc1[N+](=O)[O-],2,4
Cc1ccc(-n2c(C)cc(C)c(C#N)c2=O)cc1C,-12,6
O=C(CSc1ccc(S(=O)(=O)N2CCCCC2)cn1)Nc1ccccc1Br,1,-5
Cc1cc(=O)oc(C)c1C(=O)Nc1c(C)n(C)n(-c2ccccc2)c1=O,0,2
O=C(Nc1ccccc1N1CCCCC1)c1ccc(Cl)c([N+](=O)[O-])c1,31,-12
COc1cccc(C(C(=O)NC2CCCC2)N(Cc2ccc(C)cc2)C(=O)c2ccco2)c1OC (centres undefined),18,1
CC(=NN1CC(=O)NC1=O)c1ccc([N+](=O)[O-])o1,5,-5
COc1cc(CC(NC(C)=O)C(=O)NC2CCN(C(=O)Nc3ccccc3Cl)CC2)cc(OC)c1 (centres undefined),12,3
O=C(Nc1ccc(Cl)c(C(F)(F)F)c1)[C@@H]1CC=C[C@@H]2CCN(C3CC3)C(=O)[C@@H]21,-3,-7
c1ccc(Nc2nc(N3CCCCC3)nc(N3CCCCC3)n2)cc1,28,-7
CN1C(=O)[C@H]2[C@@H](C3CC3)N3C(=O)CN(CC4CC4)C(=O)[C@@]3(C)[C@H]2C1=O,2,0
CN(C)CCCN(Cc1ccccc1)C(=S)Nc1ccc(SC(F)F)cc1,28,-15
CCCCn1ccnc1C(=O)c1ccc(S(=O)(=O)N(CCOC)CCOC)cc1,-1,4
CCOC(=O)CCNC(=O)N1CCCC(CNS(=O)(=O)Cc2ccccc2)C1 (centres undefined),13,-4
COc1ccc(C(=O)c2oc3ccc(OC)cc3c2NC(C)=O)cc1,-6,-1
c1ccc(-c2nc3nc4ccccc4nc3n2CC2CCCO2)cc1 (centres undefined),2,10
CCc1cc2c(SCC(=O)N(CC)c3c(N)n(Cc4ccccc4)c(=O)[nH]c3=O)ncnc2s1,1,-6
CC(=O)CCC(=O)OCC(=O)c1ccc(C(F)(F)F)cc1,-3,0
COc1ccc(C(O)C(CN2CCOCC2)c2ccccc2)cc1F (centres undefined),2,-14
COc1ccc(CNC(=O)CCN2C(=S)NC(C)(C)CC2C)cc1 (centres undefined),-2,0
COc1cccc(CN(C)CCCn2cnc(C(=O)Nc3ccc(C)c(C)c3)n2)c1,-3,10
Cc1[nH]c2ccccc2c1/C=N\NC(=O)c1ccco1,7,1
O=C(O)C1CCN(C(=O)COc2ccc(Br)cc2)CC1,3,23
CCC(c1nnnn1Cc1ccco1)N(CCN1CCOCC1)Cc1cc2cc(C)ccc2[nH]c1=O (centres undefined),13,10
CC1CN(S(=O)(=O)c2ccc(C(=O)NC3CCCCC3)cc2)CC(C)O1 (centres undefined),-1,4
O=C(Nc1ccccc1F)c1ccc([N+](=O)[O-])s1,32,-2
O=C(OCc1ccccc1)C1=[N+]([O-])OC(C(=O)OCc2ccccc2)C1c1c[nH]c2ccccc12 (centres undefined),-1,-4
O=C(C(c1ccccc1)c1ccccc1)N(Cc1ccco1)C1CCS(=O)(=O)C1 (centres undefined),7,-4

Compound profiles, as listed above. Values in the order: H9c2 TAG inh	H9c2 TAG inh DAPI viability
Record of `CN1C(=O)[C@H]2[C@@H](C3CC3)N3C(=O)CN(CC4CC4)C(=O)[C@@]3(C)[C@H]2C1=O` : 2	0
Record of `Cc1[nH]c2ccccc2c1/C=N\NC(=O)c1ccco1` : 7	1
Record of `Cc1cc(=O)oc(C)c1C(=O)Nc1c(C)n(C)n(-c2ccccc2)c1=O` : 0	2
Record of `O=C(Nc1ccccc1N1CCCCC1)c1ccc(Cl)c([N+](=O)[O-])c1` : 31	-12
Record of `COc1ccc(C(O)C(CN2CCOCC2)c2ccccc2)cc1F` (centres undefined) : 2	-14

Next part
SMILES,H9c2 TAG inh,H9c2 TAG inh DAPI viability
Cc1noc(C)c1C(=O)Nc1ccc(N(C)C)cc1,8,7
N#Cc1c(-c2ccccc2)nc(-c2ccccc2)nc1N1CCOCC1,35,-16
Cc1noc(C)c1S(=O)(=O)N(CC(=O)NCc1ccc(Cl)cc1)c1ccc2c(c1)OCO2,18,-13
COc1ccc(S(=O)(=O)N(C)C)cc1NC(=O)CSc1ncccn1,3,-16
CCOc1ccc(CCNC(=O)COC(=O)c2ccc(C)s2)cc1OCC,27,2
CCCCn1nc2cc(C(=O)NCCc3cccs3)ccc2c1OCC,-1,21
Nc1c(C(=O)C2CC2)sc2nc(-c3ccccc3)cc(C(F)(F)F)c12,-96,6
CC(=O)NCCNc1nc2cc(-c3ccsc3)sc2c(=O)n1C,9,6
COc1ccc(S(=O)(=O)N2CCCC(C(=O)NCc3cccnc3)C2)cc1OC (centres undefined),9,-6
Cc1cn([C@H]2C[C@H](O)[C@@H](CNC(=O)[C@H](N)Cc3cscn3)O2)c(=O)[nH]c1=O,7,-9
COc1ccc(F)cc1C(=O)C1CCCN(C(=O)CSc2ccccn2)C1 (centres undefined),-17,-1
C/C(N)=C(/C#N)C(=O)CSc1nnc(C)n1-c1ccccc1,1,-3
Cc1c(F)cccc1NS(=O)(=O)c1ccc(N2CCCC2=O)cc1,3,3
CCN1CCN(C(=O)c2ccc3c(c2)c(C)c(C)n3Cc2ccccc2)CC1,-3,16
CCN(CC)c1ccc(C2C(C(=O)OCCOC)=C(C)NC3=C2C(=O)CC(C)(C)C3)cc1 (centres undefined),2,1
COc1cc2cnc(-c3ccccc3)cc2cc1OC,18,-4
C[C@H](CO)N1C[C@H](C)[C@@H](CN(C)CC2CCCCC2)Oc2c(NS(=O)(=O)c3cccs3)cccc2C1=O,8,-6
Cc1cc(Nc2ccc(Br)cc2F)n2ncnc2n1,22,-8
COc1cc(C)nc(N2CCCC(C(=O)Nc3cccc(Cl)c3C)C2)n1 (centres undefined),28,-9
O=C(COC(=O)Cn1cnc2ccccc21)NCCCc1ccccc1,-11,i
CCCCn1c(N)c(N(CCC(C)C)C(=O)C2CCN(C(=O)c3ccccc3C)CC2)c(=O)[nH]c1=O,2,1
Cc1nn(-c2ccccc2)nc1CNC(=O)C1CC1,-9,-1
COc1ccccc1NC(=O)CN1C(=O)NC2(CCCCCCC2)C1=O,10,-2
Cc1ccc(NC(=C(C#N)C#N)c2ccccc2)cc1,3,5
Cc1cccc(NC(=O)COc2coc(CN3CCN(c4ccccc4)CC3)cc2=O)c1C,-1,-3
Cc1cccc(-c2nc(NCCCN3CCOCC3)c3ccccc3n2)c1,22,-3
O=C(C1CCC(Cn2c(=O)[nH]c3ccccc3c2=O)CC1)N1CCN(c2ccccc2)CC1 (centres undefined),-43,-11
O=C(NNC(=O)c1ccc2ccccc2c1)c1cccc(Cl)c1,0,4
COc1ccc(C2Nc3ccccc3C(=O)N2Cc2ccccc2)cc1CN1CCOCC1 (centres undefined),-15,39
N#Cc1c(N2CCCC2)nc(N)c2c(N)nc(N3CCCC3)cc12,-19,23
Cc1c(C(=O)OCC(=O)N2CCCC2=O)oc2ccccc12,-17,-2
CCOC(=O)N(C)C[C@H]1OCc2cnnn2CCCC(=O)N([C@@H](C)CO)C[C@H]1C,-28,-3
CC(=O)NC1C(Oc2ccc(C=O)cc2)OC(COC(C)=O)C(OC(C)=O)C1OC(C)=O (centres undefined),1,-4
COc1ccc(N2CC(C(=O)Nc3ccccc3N3CCCC3)CC2=O)c(OC)c1 (centres undefined),9,-11
CCCCn1c(N)c(N(CCOC)C(=O)CN(C)CC(=O)Nc2ccc(Cl)c(Cl)c2)c(=O)[nH]c1=O,12,2
Cc1ccc(C)c(OCCC(=O)NNC(=O)c2cc(C)oc2C)c1,-33,-5
COc1ccc(NS(=O)(=O)c2cc(Cl)ccc2Cl)cc1S(=O)(=O)N1CCCCC1,-9,13
COc1ccc(NC(=O)CC2S/C(=N\c3nccs3)N(C)C2=O)cc1 (centres undefined),-8,-3
COc1ccc2nc(-c3ccccc3)cc(C(=O)OCC(=O)NC3CC3)c2c1,13,7
COc1ccc(NC(=O)CCNC(=O)N2CC(=O)Nc3ccccc32)cc1,-15,1
COc1ccccc1C(=O)N=c1sc2c(C)ccc(OC)c2n1C,-30,14
CC(OC(=O)c1ccc(NC(=O)CC#N)cc1)C(=O)NCCC1=CCCCC1 (centres undefined),-20,4
CN(CC(=O)Nc1sccc1C(N)=O)S(=O)(=O)c1ccc(Cl)cc1,3,2
COC(=O)/C(=C\C(=O)c1ccc([N+](=O)[O-])cc1)Nc1ccc(OC)cc1,1,-2
Cc1ccc(C)c(OC(=O)C2CSC3(C)CCC(=O)N23)c1C (centres undefined),-3,-8
CCOc1ccc(C(C)NC(=O)C2CCN(S(=O)(=O)c3ccc(OC)cc3)CC2)cc1OCC (centres undefined),29,-1
CCOC(=O)N1CCN(C(=O)COC(=O)CNC(=O)c2ccc(OCC)c(OCC)c2)CC1,-10,11
COc1ccc(N2C(=S)N=C(Nc3cccc(C)c3)C23CCCCC3)cc1,7,4
CC(C)n1c(N2CCN(S(=O)(=O)c3cccc([N+](=O)[O-])c3)CC2)nc2ccccc21,3,-5
N#C/C(=C\N1CCOCC1)S(=O)(=O)c1ccc(Cl)cc1,-15,10
O=C(Cn1cc2c(n1)CCCC2)NCc1cccs1,7,-3
Cc1ccc(C)c(Oc2ccc(S(=O)(=O)N3CCN(C)CC3)cn2)c1,2,-3
CC(C)c1ccc(NC(=O)C2CC(=O)N(C(C)C)C2)cc1 (centres undefined),-27,5
COCCCNC(=O)CSc1nc2cc3c(cc2c(=O)n1CCCC(=O)NCc1ccc(OC)cc1)OCO3,10,-1
O=C(O)COCC(=O)Nc1cc(C(F)(F)F)cc(C(F)(F)F)c1,1,-1
Nc1c(C(=O)NCCc2ccccc2)nnn1Cc1ccc(Br)cc1F,-19,-4
CCOc1ccc(/C=C(\C(=O)O)c2ccc(S(=O)(=O)N3CCCCC3)s2)cc1OC,0,0
Nc1ccc(C(=O)Nc2ccc(Nc3ccncc3)cc2)c([N+](=O)[O-])c1,-4,-4
CCN1C2OC3OC4C(OC3OC2N(CC)S1(=O)=O)N(CC)S(=O)(=O)N4CC (centres undefined),1,6
COc1cc(N=c2ssnc2Cl)cc(OC)c1,3,-3

Next part
SMILES,H9c2 TAG inh,H9c2 TAG inh DAPI viability
COc1ccc(S(=O)(=O)NC(=O)C2(C)CCN2C(=O)CCc2ccc(Cl)cc2Cl)cc1 (centres undefined),24,-14
CCOC(=O)C1CCN(C(=O)CSc2n[nH]c(=O)[nH]c2=O)CC1,-4,8
COc1ccccc1CNC(=O)c1nnc(Cc2ccc(Cl)cc2)o1,0,-9
O=C(O)c1ccccc1/C=N/Nc1ccc(S(=O)(=O)N2CCOCC2)cc1[N+](=O)[O-],-2,5
CC1CCN(C(=O)CSc2n[nH]c(-c3cccs3)n2)CC1,-2,3
COC(=O)c1c(NC(=O)CSc2ccccc2N)sc(C)c1C,-7,-9
O=C(CN1CCN(S(=O)(=O)c2ccc(Br)s2)CC1)NCC1CCCCC1,-4,0
O=C(CNC(=O)c1ccc2c(c1)OCO2)NCc1cccs1,8,-1
CC(=O)Oc1cc2c(C(=O)NCc3ccncc3)c(C)oc2c2ccccc12,8,3
O=C(NCCCl)Nc1ncn[nH]1,9,-2
O=P(c1ccccc1)(c1ccccc1)C(c1ccccn1)P(=O)(c1ccccc1)c1ccccc1,-13,5
Cc1cccc(NCc2ccc(N(C)C)cc2)n1,2,-3
COC(=O)c1ccccc1N=Nc1c(N)[nH][nH]c1=O,10,-5
Cc1cc(-c2ccccc2C(=O)NC2CCCCC2)on1,14,-10
COc1ccc(CC(=O)N(Cc2ccccc2)c2ccc(C)cc2)cc1S(=O)(=O)N1CCOCC1,-1,-5
C(=N\N(Cc1ccccc1)c1ccccc1)/c1cccnc1,-1,11
Cc1nc2ccccc2n1C1CCN(CC(=O)Nc2ccccc2Br)CC1,13,-4
CC1(C)CC(=O)C/C(=N/NC(=O)COc2ccc(Cl)cc2Cl)C1,11,-7
Cc1ccc(Oc2ncccc2/C=N/OCc2ccc(Cl)cc2Cl)cc1,-28,3
O=c1ccnc(Sc2ncccc2[N+](=O)[O-])[nH]1,-6,5
O=C(CCc1nc2ccccc2c(=O)[nH]1)NNC(=O)COc1ccc(Br)cc1,1,-2
CCOC(=O)Cc1cnc(NC(=O)CSc2nc3ncnc(N)c3[nH]2)s1,3,2
Cc1nn(-c2nnc(NC3CCCCC3)nn2)c(C)c1Br,4,-4
N#CCC(=O)Nc1ccc(C(=O)NCc2ccccn2)cc1,2,-1
